# Bcl-B TR3 displacers – displacers of TR3 peptide from Bcl-B, primary screen, selectivity assay for Bfl-1 inhibitor project, biochemical, fluorescence polarization. FP displacement of FITC-TR3 peptide from Bcl-B; higher % means a stronger effect. one-dose displacement, % at 20 µM; IC50 in µM for titrated hits. hit rate 0.11% among 96,000;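 active means displacement above 50% at 20 µM plus a fluorescence interference ratio under 1.5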;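 further: plate controls were wells without compound for no effect and wells lacking Bcl-B protein for full effect; a part of the inactive calls stands beside numbers as strong as those of hits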
# MRP reversal – MRP-mediated drug resistance reversal; hit rate 0.04% among 85,000; differential viability (reversal), % at 10 µM; AID 602; H69AR cells + 2 uM doxorubicin, CellTiter-Glo, 72 h;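 active means viability drop by adding the cancer drug above about 55%, with treated viability meeting a 40% cutoff, limit read from the data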;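 further: viability without doxorubicin minus viability with 2 µM doxorubicin for each compound; larger differential means the compound sensitizes cells more to doxorubicin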
# PLAP inhibition – inhibition of human placental alkaline phosphatase – biochemical, luminescence, HTS (AID 690); inhibition, % at 20 µM; hits with a dose series show IC50 in µM; purified PLAP, luminescent substrate; higher % means a stronger effect; hit rate 0.08% among 96,000; in the data active means a potency from the dose series; inactive means the rest, 99 in 100 with inhibition below about 30%; further: strong numbers were not always called active
# NFkB transloc pot – enhances IL-1B driven NFkB nuclear translocation. HUVEC IL-1B NFkB p65 nuclear translocation imaging. activation, % at 2 µM. hit rate 0.3% among 94,000. AID 819;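 active means activation above 40%, about the mean plus 3 SD, also judged a hit on visual image review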;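 further: percent activation is computed from the nuclear over cytoplasmic p65 intensity ratio; values of inactives mirror those of a sister screen read the other way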
# IL1B NFkB inh – blocks IL-1B driven NFkB nuclear translocation in HUVEC cells; HUVEC IL-1B NFkB p65 nuclear translocation imaging; AID 796; inhibition, % at 2 µM; hit rate 0.43% among 94,000;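 active means inhibition above about 30% together with a positive call from visual inspection of the well image, limit read from the data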;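 further: nuclear over cytoplasmic p65 intensity ratio measured by imaging; 0% = IL-1B stimulated DMSO wells and 100% = unstimulated DMSO wells; values of inactives mirror those of a sister screen read the other way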
# MRP reversal cytotoxicity – further read-out of MRP reversal, marked with its call; viability, %; H69AR cells, CellTiter-Glo, 72 h; measured here: cytotoxicity without doxorubicin
# MRP reversal with doxorubicin – further read-out of MRP reversal, marked with its call; viability, %; measured here: viability with 2 uM doxorubicin; stronger effect = lower value
# IL1B NFkB inh cell count 2 µM – further read-out of IL1B NFkB inh, marked with its call; cell count; measured here: cells passing quality filter;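 raw number of nuclei counted in each imaged well without normalization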
# NFkB transloc pot cell count 2 µM – also measured in NFkB transloc pot; calls as there; cell count; measured here: cells passing quality filter
# * = called active by the depositor; x = no result given. This is a subset (hit frequency here may not be typical).
# The line under a structure holds: Bcl-B TR3 displacers	MRP reversal	MRP reversal cytotoxicity	MRP reversal with doxorubicin	PLAP inhibition	NFkB transloc pot	NFkB transloc pot cell count 2 µM	IL1B NFkB inh	IL1B NFkB inh cell count 2 µM
1	COc1ccc2ccccc2c1C1CC(=O)N2CN(Cc3ccco3)CSC2=C1C#N (configuration not stated)
    -5%	-4	102	106	-29%	12	176	-12	176
2	Cn1cc(CNC(=O)C23CC4CC(CC(C4)C2)C3)cn1
    x	-1	96	97	x	21	156	-21	156
3	CCOc1ccc(-c2nnc(SCC(=O)N(CC)CC)n2N)cc1
    -12%	0	98	98	-10%	-1	159	1	159
4	O=C(CCc1nc2ccccc2[nH]c1=O)OCC(=O)N1CCc2ccccc21
    -20%	-2	99	102	-46%	-1	80	1	80
5	CCCS(=O)(=O)N1CCCC(C(=O)NCCCN(C)Cc2ccccc2)C1 (configuration not stated)
    4%	10	94	84	-24%	17	194	-17	194
6	Cc1nc(SCC(=O)Nc2ccc(C)c(F)c2)c2oc3ccccc3c2n1
    -2%	-6	52	58	8%	10	117	-10	117
7	Cc1ccnc(N2CCC(C(=O)Nc3nnc(C)s3)CC2)n1
    -4%	-13	84	97	7%	10	90	-10	90
8	O=C(Cn1nc(Cc2cccnc2)c2ccccc2c1=O)NCc1ccc(F)cc1
    5%	5	85	80	-32%	15	197	-15	197
9	O=C(NCc1cccnc1)/C(=N\O)c1ccccc1
    0%	19	104	86	15%	22	98	-22	98
10	CC1=C(OC(=O)c2ccccc2)C(C)(C)C(c2ccc(Br)cc2)OC1=O (configuration not stated)
    7%	15	94	80	26%	-1	158	1	158

# Next part, overlapping the part above by three compounds.
# The line under a structure holds: Bcl-B TR3 displacers	MRP reversal	MRP reversal cytotoxicity	MRP reversal with doxorubicin	PLAP inhibition	NFkB transloc pot	NFkB transloc pot cell count 2 µM	IL1B NFkB inh	IL1B NFkB inh cell count 2 µM
8	O=C(Cn1nc(Cc2cccnc2)c2ccccc2c1=O)NCc1ccc(F)cc1
    5%	5	85	80	-32%	15	197	-15	197
9	O=C(NCc1cccnc1)/C(=N\O)c1ccccc1
    0%	19	104	86	15%	22	98	-22	98
10	CC1=C(OC(=O)c2ccccc2)C(C)(C)C(c2ccc(Br)cc2)OC1=O (configuration not stated)
    7%	15	94	80	26%	-1	158	1	158
11	CCOC(=O)CN1C(=O)C(C)(C)Oc2ccc(C(=O)NC(C)(C)CC)cc21
    5%	-1	75	76	-20%	6	183	-6	183
12	Cc1cc(Cl)c(S(=O)(=O)NCc2ccccc2)cc1OCC(N)=O
    14%	9	93	84	28%	10	158	-10	158
13	O=C(N/N=C/c1ccc(Br)s1)c1ccccc1[N+](=O)[O-]
    4%	x	x	x	-7%	-4	201	4	201
14	CC(=O)Nc1ccc(S(=O)(=O)N2CCN(CC(O)COc3ccc4ccccc4c3)CC2)cc1 (configuration not stated)
    -2%	2	99	97	-73%	16	73	-16	73
15	O=C(NNc1nc2ccccc2s1)c1ccccc1F
    4%	x	x	x	-129%	4	133	-4	133
16	Cc1cccc2cc(CN(CCCO)C(=O)Nc3cccc(Cl)c3)c(=O)[nH]c12
    2%	-14	54	68	-22%	2	72	-2	72
17	O=C(CN1C(=O)c2ccccc2S1(=O)=O)N1CCc2ccccc21
    -7%	-24	61	85	-18%	4	84	-4	84
18	O=C1COc2ccc3ccccc3c2CN1
    12%	0	104	104	-3%	2	172	-2	172
19	CC(=O)Nc1ccc(S(=O)(=O)NC2(C(F)(F)F)C(=O)Nc3c2c(=O)[nH]c(=O)n3C)cc1 (configuration not stated)
    2%	5	101	96	3%	-16	191	16	191
20	CC(=O)N(/N=C1\Sc2ccccc2C1=O)c1cccc(C)c1
    -26%	-13	49	62	0%	5	165	-5	165
21	Cc1cc(C)n2nc(SCC(=O)c3cc(C)n(-c4cc(C)on4)c3C)nc2n1
    -13%	6	100	94	-46%	-14	194	14	194
22	O=C1c2ccccc2C(=O)c2c1cccc2N1CCN(Cc2ccccc2)CC1
    3%	x	x	x	-8%	-2	188	2	188
23	CSc1ccc(NC(=O)NCCN2CCc3ccccc3C2)cc1
    -9%	9	87	78	-18%	-8	142	8	142
24	COc1ccc(-n2nc(C(=O)NCC(=O)NCC3CCCO3)c3ccccc3c2=O)c(OC)c1 (configuration not stated)
    -7%	1	104	103	-7%	25	102	-25	102
25	COc1ccc(C(=O)c2no[n+]([O-])c2C(=O)c2ccc(OC)cc2)cc1
    -4%	x	x	x	-8%	28	182	-28	182
26	COc1ccc(S(=O)(=O)Nc2ccc(NC(C)=O)cc2)cc1
    6%	-1	97	99	7%	-3	143	4	143
27	O=C(c1ccco1)N1CCN(C(c2cccs2)c2sc3ncnn3c2O)CC1 (configuration not stated)
    -5%	14	100	86	-76%	-4	64	4	64
28	CCn1cc(Br)c(C(=O)NN)n1
    -7%	x	x	x	0%	7	155	-7	155
29	O/N=C1\CCC\C1=C/c1ccco1
    5%	x	x	x	8%	35	188	-35	188
30	CCC(=O)Nc1nnc(C)s1
    x	2	98	96	x	4	116	-4	116
31	Cc1ccc(S(=O)(=O)NCCOCCNS(=O)(=O)c2ccc(C)cc2)cc1
    5%	-16	64	80	-42%	1	77	-1	77
32	Cc1occc1-c1nnc(SCC(=O)N(C)C)o1
    -19%	-23	85	109	8%	8	163	-8	163
33	N#Cc1nc(-c2cccs2)oc1NCc1ccc2c(c1)OCO2
    -2%	-4	81	85	16%	-14	91	14	91
34	CCN(C(=O)Cn1c(=O)oc2ccccc21)C1CCS(=O)(=O)C1 (configuration not stated)
    -6%	0	83	83	4%	8	176	-8	176
35	Cc1cccnc1NC(=O)c1c(O)c2cccc3c2n(c1=O)CCC3
    -7%	0	3	3	7%	x	x	x	x
36	O=C(CSc1nc(-c2ccco2)cc(C(F)(F)F)n1)N1CCN(c2ccc(Cl)cc2)CC1
    x	5	81	76	x	0	109	0	109
37	OC1C2(Cc3ccccc3)CN3CCN(C2)CC1(Cc1ccccc1)C3 (configuration not stated)
    4%	9	94	86	-24%	3	141	-3	141
38	O=c1[nH]c2cc3c(cc2cc1CN(Cc1nnnn1C1CCCC1)C1CCCC1)OCCO3
    2%	3	81	78	18%	3	72	-3	72
39	COc1ccc(C)cc1NC(=O)CN1CCN(CC(=O)Nc2ccccc2F)CC1
    -5%	1	77	75	-27%	7	123	-7	123
40	CCN(CC)CCCNC(=O)C1CCCN(c2nnc(N3CCCC3=O)s2)C1 (configuration not stated)
    2%	-16	91	107	-16%	9	171	-9	171
41	Brc1ccc2[nH]c3c(N4CCc5ccccc5C4)ncnc3c2c1
    24%	-1	6	7	-11%	-6	61	6	61
42	COc1ccccc1-c1cc(C(=O)N/N=C/c2sccc2C)c2ccccc2n1
    -13%	x	x	x	-1%	-3	120	3	120
43	CCOC(=O)c1sc2nc(CC(=O)OC)nc(NCCN(CC)CC)c2c1C
    -2%	-10	76	86	-77%	x	x	x	x
44	Clc1ccc(OCc2nn3c(-c4ccco4)nnc3s2)c(Cl)c1
    -50%	-34	34	68	1%	12	110	-12	110
45	O=C(CN(CCc1ccccc1)C(=O)CN1C(=O)COc2ccccc21)NCc1ccco1
    -1%	-14	63	77	-5%	-7	161	7	161
46	CCN(CC)CCCN(Cc1cc2cc(OC)ccc2[nH]c1=O)C(=O)Nc1ccc(F)cc1
    6%	-24	57	81	-37%	8	70	-8	70
47	Nc1nonc1C(=O)NCCNCc1ccccc1
    -5%	x	x	x	1%	9	182	-9	182
48	Cc1cc(C)n(-c2nc(-c3cccc(Cl)c3)cs2)n1
    3%	-25	45	70	8%	20	72	-20	72
49	Cc1cc(C)nc(N(C#N)Cc2ccccc2Cl)n1
    -8%	7	106	99	8%	-5	192	5	192
50	COc1ccc(CNC(=O)/C=C/c2ccc(OCCCF)cc2)cc1OC
    -4%	x	x	x	-27%	1	140	-1	140
51	CCCCCCn1c(NCC)nc2c1c(=O)n(C)c(=O)n2C
    -5%	-8	62	69	-4%	-1	101	1	101
52	O=c1[nH]c2cc(Br)cnc2nc1/C=C(\O)c1ccc(F)cc1
    -12%	x	x	x	2%	-14	170	14	170
53	CCNCC(O)COCC(O)CNCC (configuration not stated)
    -2%	x	x	x	2%	26	117	-26	117
54	Cc1c(CCO)c(=O)n(C)n1C(=O)c1ccc(Cl)cc1
    -8%	x	x	x	-15%	-1	177	1	177
55	CC(C)n1c(N2CCN(CC(=O)Nc3ccc4c(c3)OCCO4)CC2)nc2ccccc21
    -2%	3	94	91	-74%	1	93	-1	93
56	COc1ccc(-c2cc(C(F)(F)F)n3nc(C(=O)N4CCCCC4)cc3n2)cc1
    -11%	x	x	x	9%	5	131	-5	131
57	CCc1cc2c(=O)[nH]c(Cc3ccccc3)nc2s1
    4%	x	x	x	19%	3	187	-3	187
58	[O-][N+]1=c2ccc(Nc3ccccc3)cc2=NC12CCCCC2
    2%	0	1	1	12%	-1	140	1	140
59	Cc1cc(/C=N/n2cnnc2)c(C)n1-c1ccc(OCc2ccc(Cl)cc2)cc1
    -4%	-2	6	8	-7%	16	198	-16	198
60	COc1ccc(OC)c(NC(=O)C2C3CCC(C3=C(C)C)C2C(=O)O)c1 (configuration not stated)
    3%	4	94	90	-24%	2	114	-2	114

# The list continues:
# The line under a structure holds: Bcl-B TR3 displacers	MRP reversal	MRP reversal cytotoxicity	MRP reversal with doxorubicin	PLAP inhibition	NFkB transloc pot	NFkB transloc pot cell count 2 µM	IL1B NFkB inh	IL1B NFkB inh cell count 2 µM
61	O=C(CSc1nnc(-c2ccc3c(c2)OCCO3)o1)N1CCCC1
    19%	7	88	80	-15%	36	132	-36	132
62	N#Cc1c(-c2ccccc2)cc(-c2ccccc2)nc1SCc1nnc(-c2ccccc2)o1
    -2%	x	x	x	2%	5	102	-5	102
63	Cc1cnc(NC(=O)CSc2nnc(Cc3ccccc3)o2)s1
    0%	-1	84	85	7%	19	134	-19	134
64	O=c1cc(CO)oc(C(Nc2ccccn2)c2ccccc2F)c1O (configuration not stated)
    x	0	98	98	x	29	204	-29	204
65	COC(=O)CSc1nnc2c(C)cc3cc4c(cc3n12)OCCO4
    5%	21	96	75	-12%	x	x	x	x
66	CSc1nc(-c2ccc(Cl)cc2)nn1S(=O)(=O)c1ccccc1
    x	5	93	88	x	4	134	-4	134
67	COCCNC(=O)c1ccc(NS(C)(=O)=O)cc1
    -9%	4	92	89	0%	1	148	-1	148
68	O=C(NCc1ccco1)c1cc2nc(-c3ccc4c(c3)OCO4)cc(C(F)(F)F)n2n1
    -22%	x	x	x	-40%	28	41	-28	41
69	C=C(Br)Cn1c(CC)nc2ccccc21
    4%	12	101	90	6%	x	x	x	x
70	CCc1ccc(NC(=O)NCCN2CCc3ccccc3C2)cc1
    x	x	x	x	x	7	133	-7	133
71	Cc1ccc[n+](/C(C(=S)NCc2ccco2)=C(/[O-])c2ccccc2Cl)c1
    1%	16	107	91	-34%	9	109	-9	109
72	COc1cc(-c2cc(OC)c3c(C)oc(C)c3c(=O)c2)ccc1O
    -9%	-30	30	59	-23%	-4	109	4	109
73	Cc1cc(C)n(C(CC(=O)O)C(=O)O)n1 (configuration not stated)
    3%	-4	93	97	-8%	x	x	x	x
74	COc1ccc(C(C)=O)cc1COC(=O)c1cnc(C)cn1
    -1%	14	101	87	-35%	17	70	-17	70
75	CCOC(=O)c1c(C)nc2sc(C(=O)Nc3ccc(OC)cc3)c(N)c2c1-c1ccc(OC)cc1
    -29%	x	x	x	-63%	18	168	-18	168
76	Cc1ccc(C)c(Cc2c(C)nc3c(C(=O)N4CCOCC4)cnn3c2C)c1
    -2%	10	91	81	-36%	-5	145	5	145
77	CCCC(=O)N(CCN(Cc1ccccc1)C(=O)CCC)Cc1ccccc1
    6%	x	x	x	-44%	10	152	-10	152
78	CCn1c(=O)cc(SCC(=O)NCc2ccc3c(c2)OCO3)c2ccccc21
    -5%	16	84	69	19%	8	110	-8	110
79	O=C(NCc1ccco1)c1nc2c(nnn2Cc2ccccc2Cl)c(=O)[nH]1
    x	-8	25	33	x	22	143	-22	143
80	O=C(c1ccccc1)n1c(=S)nc2ccccn21
    -22%	5	62	58	15%	x	x	x	x
81	CCOC(=O)CCC(=O)N1CCOCCOCCOCC1
    -6%	0	101	101	0%	-1	148	1	148
